yeast rad50: NCI yeast anticancer drug screen, S. cerevisiae rad50 strain | growth inhibition, % at 50 µM | 79,000 compounds, 10% hits;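 further: 0% = growth of vehicle-only cultures of the same strain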
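Growth of the mutant yeast was measured after compound exposure and referenced to vehicle-treated cultures.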
mec2-1: NCI yeast anticancer drug screen, S. cerevisiae mec2-1 strain. growth inhibition, % at 50 µM. 79,000 compounds, 9% hits;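 further: 0% = growth of vehicle-only cultures of the same strain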
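Growth inhibition is read against vehicle-treated controls after compound exposure of the mec2-1 yeast strain, which is defective in DNA damage repair or cell cycle control.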
sgs1 mgt1: NCI yeast anticancer drug screen, S. cerevisiae sgs1 mgt1 strain; AID 161, 2004; growth inhibition, % at 50 µM; 78,000 compounds, 10% hits;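 further: 0% = growth of vehicle-only cultures of the same strain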
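Percent growth inhibition was derived by comparing compound-exposed mutant yeast with vehicle-exposed cultures. The strain carries alterations in DNA damage repair.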
mlh1 rad18: NCI yeast anticancer drug screen, S. cerevisiae mlh1 rad18 strain; AID 175, 2004; 79,000 compounds, 11% hits; % growth inhibition at 50 µM;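 further: 0% = growth of vehicle-only cultures of the same strain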
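Read-out is yeast growth inhibition, calculated against vehicle-only controls. The compound was applied to a strain engineered with DNA damage repair alterations.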
yeast cln2 rad14: NCI yeast anticancer drug screen, S. cerevisiae cln2 rad14 strain; AID 165, 2004; 78,000 compounds, 8.3% hits; % growth inhibition at 50 µM;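 further: 0% = growth of vehicle-only cultures of the same strain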
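Yeast carrying cln2 and rad14 alterations (cell cycle control and DNA damage repair) were exposed to compounds. Growth inhibition was measured against vehicle-treated controls.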
yeast bub3: NCI yeast anticancer drug screen, S. cerevisiae bub3 mutant strain. 78,000 compounds, 9.9% hits. growth inhibition, % at 50 µM;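 further: 0% = growth of vehicle-only cultures of the same strain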
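In this screen, a yeast mutant lacking normal mitotic checkpoint function is challenged with compound. Relative growth versus vehicle gives the inhibition value.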
An asterisk follows results filed as active; x = no result given; & = joins results of further samples. No stated cut-off is given here; in the data, active means growth inhibition above about 70%; inactive means the rest.

1. CCOC(=O)c1cc(-c2ccc([N+](=O)[O-])cc2)c([N+](=O)[O-])[nH]1
2. CCCCCCCCCCCCCCCCCC(=O)CC(=O)OCC
3. CC12C=CC(=O)C=C1CCC1C2C(O)CC2(C)/C(=C\CO)CCC12 (centres undefined)
4. CC(C)(C#N)OC(=O)c1cc([N+](=O)[O-])cc([N+](=O)[O-])c1
5. Cc1c(C(=O)O)nc(C(Br)(Br)Br)[nH]c1=O

screen / no.	1	2	3	4	5
sgs1 mgt1	27	4	7	13	71*
mlh1 rad18	25	4	-3	-2	53
mec2-1	-4	1	-2	4	5
yeast cln2 rad14	21	18	-16	-15	15
yeast bub3	11	-10	60	-10	2
yeast rad50	31	-1	-4	9	54

6. CCCCCCOC(=O)CCBr
7. COc1cc(-c2nnc3n2NC=C(C(=O)O)S3)cc(OC)c1OC
8. COc1cc(OC)c(-c2cc(C(=O)O)c3cc4ccccc4cc3n2)c(OC)c1
9. CN(C)CCSC(=Nc1ccccc1)n1cccc1
10. NCCCc1ccc2oc3ccccc3c2c1

screen / no.	6	7	8	9	10
sgs1 mgt1	-3	-11	24	-15	14
mlh1 rad18	1	22	32	-13	24
mec2-1	2	2	23	-3	-14
yeast cln2 rad14	-5	5	17	10	16
yeast bub3	5	28	22	11	-22
yeast rad50	5	7	18	-29	24

11. Cc1ccc([S@](=O)c2occc2C=O)cc1
12. O=C1c2cc3c(-c4ccccc4)oc(-c4ccccc4)c3cc2C(=O)c2c(O)ccc(O)c21
13. CN(C)S(=O)(=O)c1ccc(NC(=O)OC2CCCC2)cc1
14. CCOC(=O)c1c(O)c(Cc2ccccc2)c(=O)n2c1[nH]c1cc(C)c(C)cc12
15. COC1=C(C)C(=O)C2=C(C1=O)C1C3CC4=C(C(=O)C(OC)=C(C)C4=O)C(CNC(=O)C(C)O)N3C(C#N)C(C2)N1C (centres undefined)

screen / no.	11	12	13	14	15
sgs1 mgt1	85*	-21	7	12	9
mlh1 rad18	88*	6	0	-1	42
mec2-1	88*	-7	4	26	1
yeast cln2 rad14	13	-5	33	16	33
yeast bub3	63	-6	25	-1	-3
yeast rad50	74*	1	13	27	16

16. N#CC1=C(Nc2ccccc2Cl)SC(c2ccccc2O)NC1=O (centres undefined)
17. N#CC(C#N)=C(N)/C(C#N)=C\c1ccnc2ccccc12
18. CN1CCC/C1=C/C(=O)c1ccccc1[N+](=O)[O-]
19. COc1ccc(OC)c(NS(=O)(=O)c2ccc3nc(C)n(NS(=O)(=O)c4cc(OC)ccc4OC)c(=O)c3c2)c1
20. CNc1nc(N)nc(N)c1N1CCN(c2ccc(C(=O)O)cc2)CC1

screen / no.	16	17	18	19	20
sgs1 mgt1	-4	-3	-1	26	20
mlh1 rad18	12	-18	-12	38	17
mec2-1	-17	-2	0	6	-1
yeast cln2 rad14	10	15	-28	26	10
yeast bub3	6	1	10	39	17
yeast rad50	0	-29	3	49	13

Values by screen from the entries so far:
yeast rad50, compounds 16–20 → 0, -29, 3, 49, 13
mec2-1, compounds 16–20 → -17, -2, 0, 6, -1

Some of the entries above, set out differently.
(16) N#CC1=C(Nc2ccccc2Cl)SC(c2ccccc2O)NC1=O (centres undefined)
- sgs1 mgt1 = -4
- mlh1 rad18 = 12
- mec2-1 = -17
- yeast cln2 rad14 = 10
- yeast bub3 = 6
- yeast rad50 = 0

(17) N#CC(C#N)=C(N)/C(C#N)=C\c1ccnc2ccccc12
- sgs1 mgt1 = -3
- mlh1 rad18 = -18
- mec2-1 = -2
- yeast cln2 rad14 = 15
- yeast bub3 = 1
- yeast rad50 = -29

Next results follow.
21. O=C(CN1CCCCC1)c1ccc(/C=C/c2ccc(Cl)cc2)cc1
22. O=C(Nc1nccs1)c1ccc(Cl)cc1
23. COc1ccc(C(O)/C(=C/n2ccnc2)c2ccccc2)cc1OC (centres undefined)
24. NC(=O)c1nc(N)nc(N)c1[N+](=O)[O-]
25. O=C1c2ccccc2C(=O)N1CN1C(=O)c2ccccc2S1(=O)=O

screen / no.	21	22	23	24	25
sgs1 mgt1	97*	-4	-16	-16	29
mlh1 rad18	98*	1	-25	-19	35
mec2-1	98*	-26	-18	-15	16
yeast cln2 rad14	98*	18	-6	-19	24
yeast bub3	97*	-37	-8	-22	19
yeast rad50	99*	-20	-24	-11	24

26. N#Cc1c(=N)cc2c3ccccc3oc3c(C#N)c(N)[nH]c1c32
27. COC(=O)c1ccccc1C(=O)N(CC(C)C)CC(C)C
28. COC(=O)C1(Cc2ccc3c(c2)CCC3)Cc2ccccc2C1
29. NC(=S)Nc1c(Cl)cc(Cl)cc1Cl
30. O=C(Nc1ccccc1Cl)c1ccc([N+](=O)[O-])cc1

screen / no.	26	27	28	29	30
sgs1 mgt1	17	7	-6	33	19
mlh1 rad18	-19	6	-9	12	25
mec2-1	16	-14	-26	-9	15
yeast cln2 rad14	15	11	5	9	10
yeast bub3	14	19	30	17	11
yeast rad50	14	3	-10	44	11

Overlap with the part before: 4 entries, followed by the next part.
27. COC(=O)c1ccccc1C(=O)N(CC(C)C)CC(C)C
28. COC(=O)C1(Cc2ccc3c(c2)CCC3)Cc2ccccc2C1
29. NC(=S)Nc1c(Cl)cc(Cl)cc1Cl
30. O=C(Nc1ccccc1Cl)c1ccc([N+](=O)[O-])cc1
31. CCOC(=O)CCC(NC1=C(Cl)C(=O)c2ccccc2C1=O)C(=O)O (centres undefined)
32. CNC(=S)SCc1ccccc1
33. COCOc1c(OC)c(C2(O)C(=O)N(C)c3ccccc32)c(OCOC)c(OC)c1C1(O)C(=O)N(C)c2ccccc21 (centres undefined)
34. COc1cc(OC)c(Oc2cccc(OC)c2OC)c(OC)c1
35. COc1cc(C(=O)NC2CC2)cc(OC)c1OC

screen / no.	27	28	29	30	31	32	33	34	35
sgs1 mgt1	7	-6	33	19	20	-2	-15	-13	-16
mlh1 rad18	6	-9	12	25	25	6	15	-17	1
mec2-1	-14	-26	-9	15	2	-4	14	-10	-16
yeast cln2 rad14	11	5	9	10	-63	-46	-4	14	2
yeast bub3	19	30	17	11	0	-1	0	16	-3
yeast rad50	3	-10	44	11	12	0	1	-27	0

36. Nc1cccc2cccc(S(=O)(=O)O)c12
37. c1cc[n+](-c2nc3ccccc3[n-]2)cc1
38. CCOC(=O)/C=C1\CCC(C)n2c1nccc2=O (centres undefined)
39. COc1cc(C(=O)N/N=C/c2ccc(N(C)C)cc2)cc(OC)c1OC
40. COc1ccc(C(C#N)=C2C=CC(=NOC(=O)Nc3ccccc3)C=C2)cc1

screen / no.	36	37	38	39	40
sgs1 mgt1	9	6	-6	x	95*
mlh1 rad18	16	4	14	-21	96*
mec2-1	22	-7	5	-45	93*
yeast cln2 rad14	12	-18	-8	x	-1
yeast bub3	25	-14	14	x	69
yeast rad50	29	3	-14	-32	88*

41. CC1=C(C(=O)NCc2ccccc2)C(c2ccco2)C(C(=O)NCc2ccccc2)=C(C)N1
42. CC(C)CN(CC(C)C)c1ccc(/C=C/c2ccnc3ccccc23)cc1
43. O=C(O)C(Nc1ccc(Cc2ccc(NC(C(=O)O)c3ccccc3)cc2)cc1)c1ccccc1 (centres undefined)
44. CCCCCCCCC(Br)C(Br)CCCCCCCC(=O)NCCCOC (centres undefined)
45. COc1ccc(-c2nc(-c3cnccn3)n(C3OC(CO)C(O)C(O)C3O)n2)cc1 (centres undefined)

screen / no.	41	42	43	44	45
sgs1 mgt1	-38	-3	92*	2	-19
mlh1 rad18	-22	3	90*	18	-2
mec2-1	-20	-21	86*	-14	1
yeast cln2 rad14	-13	0	-4	-33	-3
yeast bub3	-10	8	38	2	-17
yeast rad50	-35	-11	94*	-2	-12

46. CCC[CH2][Sn]([CH2]CCC)([O]C(=O)c1nccnc1N)[O]C(=O)c1nccnc1N
47. C=C1CC(OC(=O)c2ccc([N+](=O)[O-])cc2)C1
48. Cc1cc(C)c(-c2noc(-c3ccc(Cl)cc3)c2C2=NCCN2)c(C)c1
49. CCCCC1(CC)COC(c2ccccc2)OC1 (centres undefined)
50. NC(=S)NNC(=O)c1cccnc1

screen / no.	46	47	48	49	50
sgs1 mgt1	93*	-16	18	-4	46
mlh1 rad18	88*	-8	8	17	51
mec2-1	93*	-17	18	17	-6
yeast cln2 rad14	92*	-9	39	-14	-31
yeast bub3	90*	4	18	24	0
yeast rad50	92*	2	30	15	-5

51. O=C(O)c1c(Br)c(Br)c(Br)c(Br)c1C(=O)Nc1ccc(Cl)c(Cl)c1
52. CC(C)C(=NNC(N)=O)C(C)C
53. Cc1nn(C)c(NC(=O)c2ccccc2O)c1SC#N
54. CCCCC1CC(C(=O)OCC)C(C2OC2CCCCCCCC(=O)OCC)C2OC12 (centres undefined) (tested in a mixture with another compound)
55. CC(=O)Nc1ccc(S(=O)(=O)N/N=C(\C)c2csc3ccccc23)cc1

screen / no.	51	52	53	54	55
sgs1 mgt1	-1	-1	17	11&-20	-20
mlh1 rad18	-21	-8	10	-6&-27	0
mec2-1	5	2	-5	-5&-10	-5
yeast cln2 rad14	-11	-4	28	15&-24	-16
yeast bub3	0	-7	35	5&-9	-4
yeast rad50	-1	2	43	7&-12	-3

56. COc1ccc(N2C(=O)C3c4[nH]c5ccccc5c4C4CC(C)(C)CC(C)(C)C4C3C2=O)cc1 (centres undefined)
57. c1ccc(-c2cc(-c3ccccc3)c3ccc4c(-c5ccccc5)cc(-c5ccccc5)c5ccc2c3c54)cc1
58. O=C(c1ccccc1)C1N=NCC1c1ccc([N+](=O)[O-])cc1 (centres undefined)
59. CCN(CC)Cc1cc(OC)c(OC)c(OC)c1
60. C=CCCC(CCC=C)(C(=O)O)C(=O)O

screen / no.	56	57	58	59	60
sgs1 mgt1	13	-14	18	-7	-17
mlh1 rad18	9	-26	41	-18	-37
mec2-1	11	-17	10	-14	-10
yeast cln2 rad14	-13	12	-4	-51	7
yeast bub3	33	-19	84*	7	-21
yeast rad50	36	-43	-4	-8	-7

Profiles from above:
COc1ccc(N2C(=O)C3c4[nH]c5ccccc5c4C4CC(C)(C)CC(C)(C)C4C3C2=O)cc1 (centres undefined) is listed as sgs1 mgt1: 13; mlh1 rad18: 9; mec2-1: 11; yeast cln2 rad14: -13; yeast bub3: 33; yeast rad50: 36
O=C(c1ccccc1)C1N=NCC1c1ccc([N+](=O)[O-])cc1 (centres undefined) is listed as sgs1 mgt1: 18; mlh1 rad18: 41; mec2-1: 10; yeast cln2 rad14: -4; yeast bub3: 84*; yeast rad50: -4

(next part)
61. N/N=C(/Cc1ccccc1)NNC(N)=S
62. CC(=O)c1ccc(OCc2ccccc2)c(OCc2ccccc2)c1
63. CC(NC(=O)OCc1ccccc1)C(=O)NNc1ccccc1Cl (centres undefined)
64. C(=NCCc1ccccc1)c1ccccc1B1OB(c2ccccc2C=NCCc2ccccc2)OB(c2ccccc2C=NCCc2ccccc2)O1
65. CN1CCCC(C(=O)OCC(=O)C2(O)CCC3C4CCC5=CC(=O)CCC5(C)C4C(O)CC32C)C1 (centres undefined)

screen / no.	61	62	63	64	65
sgs1 mgt1	-27	23	91*	100*	-11
mlh1 rad18	0	11	97*	100*	43
mec2-1	-14	1	97*	100*	5
yeast cln2 rad14	-4	11	98*	99*	38
yeast bub3	-12	22	98*	100*	12
yeast rad50	2	2	97*	100*	29

66. C=CCc1ccc(OC(=O)CC)c(OC)c1
67. Nc1nc(=S)[nH]c(=S)[nH]1
68. Cn1c(=O)n(C2(C)CSC2)c2ccccc21
69. O=C(Nc1ccccc1)C1CC=C2CCC3OC(=O)C1C23 (centres undefined)
70. N#Cc1ccc(NC(=O)Nc2ccc(Cc3ccc(NC(=O)Nc4ccc(C#N)cc4)cc3)cc2)cc1

screen / no.	66	67	68	69	70
sgs1 mgt1	-16	11	-46	-23	7
mlh1 rad18	-10	-4	-34	-18	4
mec2-1	-22	19	-15	-17	-11
yeast cln2 rad14	-9	3	-4	-16	16
yeast bub3	-11	17	-3	-15	-35
yeast rad50	-8	23	-27	-11	-9

71. BrCc1ccccc1-c1ccccc1
72. COc1ccc(CC(N)C(=O)N(C)C2C(CO)OC(n3cnc4c(N(C)C)ncnc43)C2O)cc1 (centres undefined)
73. COc1ccc2c(c1)CCC(c1nc3ccc(Cl)cc3[nH]c1=O)=C2O
74. O=C1c2ccccc2-c2ccc(N(Cc3ccc(Br)cc3)Cc3ccc(Br)cc3)cc21
75. CCOC(=O)/C(F)=C/c1cccc([N+](=O)[O-])c1
76. O=[N+]([O-])c1ccc2nc(-c3ccc(Cl)cc3)[nH]c2c1
77. CC(=O)Nc1ccc(C(=O)N2N=C(C)/C(=C/c3ccc(O)cc3)C2=O)cc1

screen / no.	71	72	73	74	75	76	77
sgs1 mgt1	-16	-9	-14	-27	-5	75*	-10
mlh1 rad18	-34	-7	20	-1	20	79*	-32
mec2-1	-11	-11	-20	-15	9	73*	-21
yeast cln2 rad14	-1	-26	12	-5	10	73*	15
yeast bub3	-8	2	-19	-39	8	82*	1
yeast rad50	-28	5	-3	14	13	72*	1

Compound activity (PubChem)
